D2 antag: D2 dopamine receptor (human) antagonism. P14416. HEK293 TREx D2 cells, calcium flux, dopamine EC80. inhibition, % at 10 µM. actives 2% (n = 340,000). AID 485344; in the data active = inhibition above about 30%; also: 0% is about no effect
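Overnight-induced (tetracycline, 30 C) HEK293 T-REx cells carrying force-coupled D2 receive a no-wash calcium dye, then compound, then EC80 dopamine at 180 s; signals are read kinetically throughout.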
LDHA inh: LDHA (human) enzyme inhibition; purified LDHA, NADH/diaphorase-resazurin fluorescence; stronger effect = lower value; actives 0.15% (n = 480,000); AID 1347041; P00338; activity change, % (values are at about 110 or 230 µM); in the data active = activity change below about -30%; inconclusive = mostly about -25% to -30%;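 also: plate controls were DMSO wells for no effect and wells without enzyme for full effect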
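Enzyme activity of human lactate dehydrogenase 5 (2 nM; 0.06 mM NADH, 0.2 mM pyruvate, 5 min, RT) is measured via a resazurin/diaphorase fluorescence readout of residual NADH.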
GRP78 ERSR act: ER stress response induction in glioma | actives 0.02% (n = 420,000) | U87-MG GRP78 promoter luciferase reporter, 16 h | Potency, µM, for inactives: at the top dose activation, usual class: activators; also: potency is read from the fitted curve at half-maximal effect; series mostly up to about 76 µM; % of control where 0% means no effect; nearly all actives have a fitted effect of over 35% in size
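Stably transfected U87-MG human glioma cells carrying a GRP78-based luminescent sensor were seeded at 1000 cells/well, pin-dosed with compounds and incubated 16 h. Luciferase reagent was then added, and end-point luminescence was read after 10 min at room temperature.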
Vif-APOBEC3F blk: blocks the Vif interaction with APOBEC3F; Potency, µM (highest dose often 46.1 µM), for the others: at the highest dose activity, negative = active; actives 0.2% (n = 390,000); HeLa A3F-eYFP + Vif (tagged APOBEC3F with the HIV-1 protein that degrades it), YFP fluorescence increase; also: potency is read from the fitted curve at half-maximal effect; % of control where 0% means no effect; nearly all actives have a fitted effect of over 65% in size
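Fluorescence increase (Ex 488/Em 500-530) after overnight compound treatment at 37 deg C flags inhibition of Vif-driven A3F-eYFP loss in stable HeLa A3F-eYFP/Vif cells seeded overnight beforehand.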
D2 agonist: activates the human D2 dopamine receptor; P14416; HEK293 T-REx D2 cells, calcium flux agonist mode; activation, % at 2 µM; actives 0.53% (n = 340,000);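 active = activation over 3 SD above normal in the single-dose calcium agonist read, cut at about 30% in these data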; also: 0% is about no effect
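Tetracycline-induced HEK293 T-REx cells with force-coupled D2 receptor, plated overnight at 30 C, loaded with no-wash calcium dye. After a 10 s baseline, compound was pin-added and calcium flux read kinetically for 180 s; calcium rises flagged agonists.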
Vif-A3G inh: blocks the Vif interaction with human APOBEC3G. AID 602310. actives 0.076% (n = 410,000). HeLa A3G-eYFP + Vif (tagged APOBEC3G with the HIV-1 protein that degrades it), YFP fluorescence, overnight. Potency, µM (titrated, usually from 46.1 µM), for inactives: at the top dose activity, negative = active, usual class: inhibitors. Q9HC16;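 also: potency is read from the fitted curve at half-maximal effect; % is scaled to controls: 0 for no effect and ±100 for the full control effect; nearly all actives have a fitted effect of over 60% in size; hits raise eYFP signal because A3G escapes Vif-driven loss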
Target sequence (Q9HC16 whole entry, looked up): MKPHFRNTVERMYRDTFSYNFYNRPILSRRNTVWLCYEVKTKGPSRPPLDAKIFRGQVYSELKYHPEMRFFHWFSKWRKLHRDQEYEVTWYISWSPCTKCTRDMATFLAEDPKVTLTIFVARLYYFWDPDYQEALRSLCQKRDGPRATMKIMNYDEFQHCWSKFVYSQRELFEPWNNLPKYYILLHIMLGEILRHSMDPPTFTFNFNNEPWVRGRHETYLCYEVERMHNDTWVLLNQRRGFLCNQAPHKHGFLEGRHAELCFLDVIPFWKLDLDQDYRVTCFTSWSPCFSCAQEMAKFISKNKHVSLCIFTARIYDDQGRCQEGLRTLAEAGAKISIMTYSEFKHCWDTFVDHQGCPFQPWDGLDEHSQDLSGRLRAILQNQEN
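Read-out is eYFP fluorescence (Ex 488/Em 500-530) from Vif-expressing HeLa A3G-eYFP cells; more signal means A3G escaped Vif-mediated degradation. Cells plated overnight, compound pinned in, incubated overnight at 37 deg C.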
12-LOX inh: inhibitors of human 12S-lipoxygenase ALOX12; AID 1671190; P18054; Potency, µM (series often up to 108 µM), for the others: top-dose activity change, negative = inhibition, actives largely listed as inhibitors; actives 1.1% (n = 580,000); purified 12hLO, xylenol orange hydroperoxide absorbance; also: potency is read from the fitted curve at half-maximal effect; % is scaled to controls: 0 for no effect and ±100 for the full control effect
Target sequence (P18054 whole entry, looked up): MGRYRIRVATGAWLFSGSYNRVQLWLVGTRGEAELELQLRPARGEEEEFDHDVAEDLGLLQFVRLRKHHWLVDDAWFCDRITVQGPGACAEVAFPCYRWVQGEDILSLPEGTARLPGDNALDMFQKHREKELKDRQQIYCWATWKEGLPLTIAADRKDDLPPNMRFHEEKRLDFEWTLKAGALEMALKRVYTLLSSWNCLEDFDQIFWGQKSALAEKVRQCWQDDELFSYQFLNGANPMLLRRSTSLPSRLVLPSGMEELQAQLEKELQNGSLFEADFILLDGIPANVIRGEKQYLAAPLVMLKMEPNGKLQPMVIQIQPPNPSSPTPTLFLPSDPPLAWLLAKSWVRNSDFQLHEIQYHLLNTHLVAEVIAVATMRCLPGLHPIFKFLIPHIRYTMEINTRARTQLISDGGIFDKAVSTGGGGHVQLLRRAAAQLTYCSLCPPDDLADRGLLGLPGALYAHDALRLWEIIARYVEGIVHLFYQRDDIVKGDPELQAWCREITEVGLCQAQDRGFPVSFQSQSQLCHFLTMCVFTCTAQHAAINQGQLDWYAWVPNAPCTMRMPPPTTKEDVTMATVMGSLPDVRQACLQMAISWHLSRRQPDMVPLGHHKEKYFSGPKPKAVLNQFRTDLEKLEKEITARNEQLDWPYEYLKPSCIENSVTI
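Purified human 12hLO at 150 nM in 25 mM Hepes, 0.01% Triton X-100, pH 7.0, preincubated 15 min at room temperature with compound. Reaction started with 40 uM arachidonic acid, 30 min at room temperature. Hydroperoxide measured by Fe-xylenol orange, 573/405 nm absorbance ratio.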
RGS4 inhibitor: inhibitors of human regulator of G protein signaling 4. Transcreener GDP fluorescence polarization, RGS4-accelerated GTP hydrolysis. AID 504845. actives 0.039% (n = 390,000). Potency, µM (doses to about 114 µM), for the others: at the highest dose activity change, negative = inhibition, most hits filed as inhibitors; also: potency is read from the fitted curve at half-maximal effect; % is scaled to controls: 0 for no effect and ±100 for the full control effect; nearly all actives have a fitted effect of over 75% in size; some results filed as inactive show a strong effect at the top dose
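MLSMR compounds (23 nl, pin-transferred) preincubated 10 min at room temperature with a 500nM (2x) first reagent, then RGS4 at 900nM (2x) plus Transcreener GDP mix added; fluorescence polarization (620/688 nm) read before and after 90 min at 30 °C.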
ERG Ets-DNA blk: ERG Ets/DNA interaction inhibition | P11308 | fluorescence polarization, His-ERG Ets domain / labelled DNA | Potency, µM (highest dose often 76.9 µM), for inactives: at the highest dose FP activity, negative = inhibition, most hits filed as inhibitors | actives 0.028% (n = 370,000); active = well fitted inhibition curve with a large enough effect in the polarisation, with a control signal flat; inconclusive = small, poorly fitted or top-dose-only effect, or effect the other way, or a change in a side signal; inactive = no such curve, though single readings can be large or run the other way; the % refers to the polarisation;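 also: polarization taken with two DNA probes labelled with fluorescein and Texas red; potency is read from the fitted curve at half-maximal effect; % of control where 0% means no effect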
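His-tagged ERG Ets domain (1 uM in the protein solution; 300mM KCl, 50mM Tris-HCl, 1mM EDTA, 1mM DTT, pH 7.5) received compound, then a probe mix of 5 nM fluorescein-DNA and 100nM Texas-615-DNA. Fluorescence polarization was read for both dyes.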
Numbers without * were called inactive; ? = inconclusive; nt = no result given; [ ] = dose if it differs, or a comment. Unless noted, calls follow the shape of the dose curve; as a rule, active = well fitted curve in the direction sought with a large enough effect; inconclusive = small, poorly fitted or top-dose-only effect, or another doubt; inactive = no such curve, though single readings can be large; an effect the other way counts as inactive or inconclusive.

#	canonical_smiles	D2 antag	LDHA inh	GRP78 ERSR act	Vif-APOBEC3F blk	D2 agonist
1	O=C(NCCNC(=O)c1cccnc1)c1ccc(Br)cc1	-7	-4	-5%	-18%	0.7
2	COc1ccc(C(=O)NC2CCN(C(=S)Nc3cccc(C)c3)CC2)cc1	nt	-6	1%	3%	nt
3	COc1ccc(NC(=O)Nc2cccc3ccccc23)c(OC)c1	12	-10	0%	-2%	-0.1
4	CC(C)N1CCN(S(=O)(=O)c2ccccc2)c2ccccc21	nt	-1	5%	-23%	nt
5	OCCCCc1nccc2c1[nH]c1ccccc12	-5	-3	-3%	-6%	2.2
6	CCC(=O)Nc1nc(-c2cc([N+](=O)[O-])cs2)cs1	6	-5	3%	-2%	0.4
7	CCN(CCO)Cc1csc2c(Br)cccc12	-38	1	2%	-11%	6.3
8	O=C(c1cc(-c2ccc(Cl)cc2Cl)on1)N1CCCC1	8	-2	-8%	0%	4.9
9	CCn1cc(C(=O)NCC2CCCO2)c(=O)c2cc(S(=O)(=O)N3CCC(C)CC3)ccc21 (configuration not stated)	7	0	-1%	2%	-0.8
10	CCN(CC)S(=O)(=O)c1ccc(NC(=O)c2ccccn2)cc1	-7	-7	5%	-2%	-0.2

#	Vif-A3G inh	12-LOX inh	RGS4 inhibitor	ERG Ets-DNA blk
1	2%	458%[activator]	8%	10%
2	1%	6%[57.4 µM]	-14%	nt
3	-13%	10%	2%	-3%
4	3%	15%	1%	-8%
5	-4%	5%	3%	-4%
6	0%	-8%	-7%	2%
7	1%	-2%	-11%	1%
8	-4%	14%	-29%	-8%
9	1%	-3%	39%	5%
10	0%	?	30%	-4%

Later entries
#	canonical_smiles	D2 antag	LDHA inh	GRP78 ERSR act	Vif-APOBEC3F blk	D2 agonist
11	O=C(O)Cc1coc(-c2ccc(F)cc2)n1	-15	-2	-4%	1%	-0.7
12	CC1CCCC(C)N1C(=O)CN1C(=O)NC2(CCOc3ccccc32)C1=O (configuration not stated)	-28	-2	-2%	5%	-0.4
13	Cc1cc(=O)[nH]c2c1cnn2Cc1ccccc1	-5	-5	-1%	3%	-0.4
14	Cc1cc(=O)[nH]c2nnc(SCC(=O)Nc3ccc(OC(F)(F)F)cc3)n12	nt	-8	-3%	3%	-0.1
15	NS(=O)(=O)c1ccc2nc(NC(=O)COc3ccccc3)sc2c1	nt	-1	7%	-26%	0.0
16	CCN(CC)CCCN=Cc1c(-c2ccccc2)[nH]n(-c2nc3ccccc3s2)c1=O	13	0	0%	3%	-0.7
17	COC(=O)c1ccccc1OCC(=O)NC1CCCCC1	-14	-9	8%	1%	0.4
18	Cc1ccc(S(=O)(=O)NCCC(=O)NNc2c(F)c(F)cc(F)c2F)cc1	nt	-16	-3%	7%	nt
19	CN1CCN(C(=O)Nc2cccc(Cl)c2)c2cccnc21	nt	16	-2%	-3%	-0.8
20	S=C(Nc1ccc(Nc2ccccc2)cc1)N1CCN(c2ncccn2)CC1	0	-5	0%	9%	-2.8

#	Vif-A3G inh	12-LOX inh	RGS4 inhibitor	ERG Ets-DNA blk
11	-2%	-2%	0%	-2%
12	-6%	6%	-12%	-3%
13	-7%	-10%	1%	-7%
14	1%	-27%	9%	-1%
15	-2%	3%	-15%	1%
16	-7%	?	1%	17%
17	-4%	7%	2%	-5%
18	1%	13%	12%	-5%
19	-2%	-22%	-15%	-24%
20	-1%	?	?	-3%

Next section.
#	canonical_smiles	D2 antag	LDHA inh	GRP78 ERSR act	Vif-APOBEC3F blk	D2 agonist
21	CCNC(=O)C1(C)CCCN(Cc2noc(-c3ccccc3OC)n2)C1 (configuration not stated)	nt	-5	-2%	nt	nt
22	COc1ccc(CCNC(=O)C2CCN(S(=O)(=O)c3ccc4c(c3)oc(=O)n4C)CC2)cc1OC	-17	0	-2%	-6%	-0.3
23	O=C(Oc1cc(Cl)ccc1Cl)C1=CC=CN2CCS(=O)(=O)N=C12	26	1	-3%	-11%	-0.3
24	C=CCN(CC=C)CCOc1ccc2ccccc2c1	-27	-10	1%	-1%	1.4
25	Nc1cc([N+](=O)[O-])ccc1Nc1ccccc1	2	-7	1%	2%	0.1
26	O=C(COc1cccc(F)c1)Nc1nc(-c2ccccn2)cs1	nt	3	-4%	-17%	nt
27	CC(C)CSc1n[nH]c(N)n1	3	-6	-3%	1%	0.7
28	CN(C(=O)C1CCC(CNS(=O)(=O)c2cccc3cccnc23)CC1)C1CCCCC1 (configuration not stated)	-22	-6	-5%	-7%	-0.2
29	CCC(C)C(=O)OCC1(c2ccc(C)cc2OC(=O)C(C)C)CO1 (configuration not stated)	-12	-5	0%	-4%	2.7
30	Cc1ccc(NS(=O)(=O)c2ccc(C(=O)NCC3CCCO3)cc2)cc1 (configuration not stated)	-4	4	2%	-12%	2.3

#	Vif-A3G inh	12-LOX inh	RGS4 inhibitor	ERG Ets-DNA blk
21	-1%	3%	nt	nt
22	1%	-24%	-16%	2%
23	0%	-9%	12%	-4%
24	-1%	-17%	37%	5%
25	-2%	?	-16%	1%
26	0%	?	nt	nt
27	5%	-13%	-8%	7%
28	7%	0%	29%	-10%
29	-1%	18%	9%	-5%
30	-2%	-3%	4%	-16%

Remaining list, next part:
#	canonical_smiles	D2 antag	LDHA inh	GRP78 ERSR act	Vif-APOBEC3F blk	D2 agonist
31	Cc1nn(-c2ccc(Cl)cc2)c(=O)c2ccccc12	-10	-12	5%	10%	-1.9
32	CC(=O)Nc1ccc(CN2CCN(CCC(C)C)C(CCO)C2)cc1 (configuration not stated)	nt	0	-4%	-26%	nt
33	COc1cc2ccccc2cc1C(=O)Nc1nccs1	20	-2	5%	-8%	0.8
34	NS(=O)(=O)c1ccc(NCc2ccccc2OCc2ccc(F)cc2)cc1	-1	-5	-6%	0%	0.3
35	Cc1ccccc1OCC(=O)Nc1cccc(NC(=O)c2ccco2)c1	-3	-6	-4%	-3%	0.9
36	O=C(O)C12CC3CC(C1)CC(n1cnc(Cl)n1)(C3)C2	nt	-12	-3%	-9%	nt
37	COc1cc(C=O)ccc1OCC(=O)N1CCOCC1	9	-3	-3%	nt	-0.1
38	CN(C(=O)c1cc(COc2ccc(F)cc2Cl)on1)C1CCOC1 (configuration not stated)	nt	1	2%	0%	nt
39	O=C1c2ccccc2C(=O)N1CCC#C/C=C1\c2ccccc2C(=O)N1c1ccccc1	nt	3	2%	-6%	nt
40	COC(=O)CC1C(=O)NCCN1C(=S)Nc1ccccc1 (configuration not stated)	nt	-2	-3%	7%	nt

#	Vif-A3G inh	12-LOX inh	RGS4 inhibitor	ERG Ets-DNA blk
31	-2%	?	2%[56.9 µM]	-9%
32	0%	9%	-13%	7%
33	-12%	-25%	-11%	0%
34	-11%	-13%	4%	-7%
35	2%	-13%	-13%	2%
36	0%	8%	-25%	0%
37	2%	-2%	-36%	-3%
38	1%	17%	nt	nt
39	-1%	15%	nt	nt
40	0%	3%	-12%	13%

Just RGS4 inhibitor and GRP78 ERSR act, for some of the entries so far:
no.	structure	RGS4 inhibitor	GRP78 ERSR act
12	CC1CCCC(C)N1C(=O)CN1C(=O)NC2(CCOc3ccccc32)C1=O (configuration not stated)	-12%	-2%
13	Cc1cc(=O)[nH]c2c1cnn2Cc1ccccc1	1%	-1%
14	Cc1cc(=O)[nH]c2nnc(SCC(=O)Nc3ccc(OC(F)(F)F)cc3)n12	9%	-3%

Later entries
#	canonical_smiles	D2 antag	LDHA inh	GRP78 ERSR act	Vif-APOBEC3F blk	D2 agonist
41	O=C(CS(=O)(=O)c1ccccc1)c1cc2ccccc2oc1=O	8	2	3%	4%	-0.3
42	CCOC(=O)CC1COCCN1C(=O)c1ccc2oc(Cc3ccccc3)nc2c1 (configuration not stated)	2	-6	3%	0%	0.5
43	CCS(=O)(=O)NCCc1csc(-c2ccccc2)n1	-12	-3	0%	4%	-0.5
44	O=S(=O)(c1ccc(F)c(F)c1F)N1CCN(C(=S)NCc2ccccc2)CC1	-3	-6	-4%	2%	0.9
45	COc1cc([N+](=O)[O-])cc(/C=C2/SC(=S)N(Cc3ccccc3)C2=O)c1O	-4	3	-3%	-17%	18
46	O=S(=O)(NC1CC1)c1cccc(S(=O)(=O)N2CCCC2)c1	4	-5	-1%	1%	-0.1
47	CCOc1ccc(C(C)=O)cc1COc1cccnc1[N+](=O)[O-]	-30	0	-8%	12%	0.5
48	CC1=CC(C)(C)Nc2ccc(OS(=O)(=O)c3ccc(C)cc3)cc21	nt	18	-1%	-6%	nt
49	COc1cc(C(=O)Nc2cccc(S(=O)(=O)NCc3ccco3)c2)cc(OC)c1OC	1	0	-2%	1%	-0.2
50	COc1cc(C)ccc1Oc1ncnc(N)c1[N+](=O)[O-]	-3	-5	-2%	5%	-0.4

#	Vif-A3G inh	12-LOX inh	RGS4 inhibitor	ERG Ets-DNA blk
41	-3%	nt	-31%	-7%
42	-2%	10%	-8%	-6%
43	1%	92%[activator]	-7%	-4%
44	-1%	-13%	2%	-3%
45	-18%	16µM*	?	-5%
46	1%	0%	1%	-18%
47	?	-13%	-19%	6%
48	0%	-28%	-44%	-3%
49	1%	331%[activator]	-17%	8%
50	-9%	14%	19%	-10%

Source: PubChem (National Center for Advancing Translational Sciences (NCATS))

The list is partial; the hit share may differ from the screen's.
